# U2OS ROS induce = raises reactive oxygen species in U2OS cancer cells | 46,000 compounds, 2% hits | ROS induction (% of piperlongumine), % at 10 µM | AID 624156 | U2OS ROS induction, H2DCF-DA fluorescence; in the data active means ROS induction above about 79%, passing the limit was not always enough; inconclusive means no clear call, values can overlap the other calls;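 further: 0% = DMSO vehicle median and 100% = reference compound median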
# Starred values were filed as active, the others as inactive; ? = inconclusive.
SMILES,U2OS ROS induce
Cc1ncc(CO)c(/C=N/NC(=O)c2ccccn2)c1O,-21.7
CNc1ccccc1C(=O)N1CCc2c([nH]c3ccccc23)C1=O,11.3
O=C(Cc1ccccc1)Nn1c(SCC(=O)c2ccccc2)nc2ccccc2c1=O,0.8
Cc1noc(C)c1NC(=O)Nc1ccc2c(c1)C(=O)N([C@H](C)CO)C[C@@H](C)[C@H](CN(C)C(=O)Nc1c(C)noc1C)O2,104.8*
O=C(NCc1ccccc1)C1=C[C@@H](c2cccs2)C[C@@H](OCc2ccc(CO)cc2)O1,-7.7
C[C@H]1CN([C@@H](C)CO)C(=O)Cc2cc(NC(=O)Cc3ccccc3)ccc2O[C@H]1CN(C)Cc1ccc(C(F)(F)F)cc1,2.9
CN(CCC#N)C(=S)Nc1ccc(F)cc1,18.9
CCN1CCN(C(=O)N[C@@H](C(=O)N[C@@H]2C(=O)N3C(C(=O)O)=C(CSc4nnnn4C)CS[C@H]23)c2ccc(O)cc2)C(=O)C1=O,-9.8
CC(=O)Nc1ccccc1NC(=O)COc1ccc([N+](=O)[O-])cc1,-10.4
COc1ccc(CN(C)C[C@@H]2Oc3ccc(NC(=O)Nc4ccc(OC)cc4)cc3C(=O)N([C@@H](C)CO)C[C@@H]2C)cc1,-4.9
O=C(CSc1ncccc1C(=O)O)NC1CCCCC1,-4.1
C[C@H](CO)N1C[C@H](C)[C@H](CN(C)Cc2ccc(Oc3ccccc3)cc2)Oc2c(NC(=O)C3CC3)cccc2C1=O,-6.4
Cc1noc(C)c1NC(=O)Nc1cccc2c1O[C@@H](CN(C)S(=O)(=O)c1ccc(Cl)cc1)[C@H](C)CN([C@H](C)CO)C2=O,-5.1
COc1ccccc1-c1nnc(SCC(=O)Nc2ccc(Cl)cc2Cl)n1-c1ccccc1,11.3
O=C(Nc1ccccc1)OCC(CN1CCCCC1)OC(=O)Nc1ccccc1 (stereo not drawn),11.0
C[C@@H]1CCCCO[C@@H](CN(C)C(=O)c2ccccc2)[C@@H](C)CN([C@H](C)CO)C(=O)c2cc(NC(=O)Nc3ccc(C(F)(F)F)cc3)ccc2O1,4.5
Cc1[nH]c2ccccc2c1C(=O)CSc1ccc2ccccc2n1,32.9
CCCNC(=S)N1CCC(C(=O)c2ccc(C)cc2)CC1,-5.0
Cc1ccc(S(=O)(=O)Nc2cccc3c2O[C@H](CN(C)Cc2ccc(C(=O)Nc4ccccc4N)cc2)[C@H](C)CN([C@H](C)CO)C3=O)cc1,3.4
CC(=O)NC1C(=O)N(C)N=C1c1ccccc1 (stereo not drawn),-3.2
O=C(CSc1nc2c(c(C(F)(F)F)n1)CCCCC2)NCCC1=CCCCC1,-7.6
COc1ccc(S(=O)(=O)Nc2cccc3c2O[C@@H](CN(C)Cc2ccc(C(F)(F)F)cc2)[C@H](C)CN([C@H](C)CO)C3=O)cc1,12.2
CCCN(CCC)C(=O)CC(c1ccccc1)c1cc(Br)ccc1O (stereo not drawn),-4.6
COc1cc(/C=C/CO[C@@H]2O[C@H](CO)[C@@H](O)[C@H](O)[C@H]2O)ccc1O,0.0
C[C@H](CO)N1C[C@H](C)[C@H](CN(C)Cc2ccccc2)Oc2c(NC(=O)C3CC3)cccc2C1=O,5.1
C[C@H](CO)N1C[C@H](C)[C@H](CN(C)Cc2ccc3c(c2)OCO3)Oc2c(NC(=O)c3cnccn3)cccc2C1=O,-4.0
C[C@@H]1CCCCO[C@H](CN(C)C)[C@@H](C)CN([C@H](C)CO)C(=O)c2cc(NC(=O)Nc3ccc4c(c3)OCO4)ccc2O1,7.4
C[C@H](CO)N1C[C@H](C)[C@@H](CN(C)C(=O)Nc2ccc(C(C)(C)C)cc2)OCc2cn(nn2)CCCC1=O,1.6
CCOC(=O)C1CCN(C(=O)Nc2ccc3snnc3c2)CC1,-2.8
COC(=O)CSc1nc(-c2cccc(C)c2)nc2c1CCCC2,-7.2
Cc1nc(-c2cc(C#N)c(Sc3cccc(C(F)(F)F)c3)nc2C)cs1,33.2
Nc1cc(=O)n(Cc2ccccc2)c(=O)n1-c1ccccc1,-12.2
C[C@H]1CN([C@@H](C)CO)C(=O)Cc2cc(NC(=O)C3CCCCC3)ccc2O[C@H]1CN(C)S(=O)(=O)c1cccs1,32.5
COc1ccc(S(=O)(=O)N(CCc2ccccc2)CC(=O)Nc2cccc(Cl)c2)cc1OC,4.4
O=C(Nc1ccccc1)Nc1ccccc1C(=O)N1CCOCC1,-0.8
CN(C)/C(=N\S(=O)(=O)c1ccc(F)cc1)c1ccccc1,-1.3
COCCOC(=O)N1C(=O)[C@@]2(c3cc(C#Cc4ccc(OC)cc4)ccc31)[C@H](c1ccccc1OCCO)N1[C@H](c3ccccc3)[C@H](c3ccccc3)OC(=O)[C@H]1[C@@H]2C(=O)N1CCN(c2ncccn2)CC1,31.6
C[C@H](CO)N1C[C@H](C)[C@@H](CN(C)C(=O)Nc2ccc(C(F)(F)F)cc2)Oc2c(NC(=O)C3CC3)cccc2C1=O,35.1
CC(C)NC(=O)N(C)C[C@H]1OCCCC[C@@H](C)Oc2ccc(NS(=O)(=O)c3cccs3)cc2C(=O)N([C@H](C)CO)C[C@@H]1C,9.9
COC(=O)c1ccc(C(=O)OC)c(NC(=O)COc2ccccc2OC)c1,28.5
Cc1ccc(-c2nn(-c3ccccc3)cc2/C=N/O)cc1,-7.2
CNC[C@H]1Oc2c(NS(=O)(=O)c3ccc(OC)cc3)cccc2C(=O)N([C@@H](C)CO)C[C@H]1C,-7.1
COC(=O)COc1cccc(NC(=O)c2ccc(-c3ccccc3)cc2)c1,84.3*
CCn1c(-c2ccccc2Cl)nc2ccccc21,-14.4
COC(=O)C1=C(C)N(C)C(=S)NC1c1ccccc1 (stereo not drawn),-10.6
CC1=NN(c2ccccc2)C(=O)C1C=NC1CCS(=O)(=O)C1 (stereo not drawn),-15.8
C[C@H](CO)N1C[C@H](C)[C@H](CN(C)Cc2ccc(Oc3ccccc3)cc2)Oc2ccc(NC(=O)Cn3cnnn3)cc2CC1=O,28.8
C[C@@H]1CCCCO[C@@H](CN(C)C(=O)C2CCCCC2)[C@@H](C)CN([C@H](C)CO)C(=O)c2cc(NC(=O)Nc3ccccc3)ccc2O1,23.9
C[C@]1(O)CC[C@@H]2C(C(=O)O)=CO[C@@H](O[C@@H]3O[C@H](COC(=O)/C=C/c4ccc(O)c(O)c4)[C@@H](O)[C@H](O)[C@H]3O)[C@@H]21,-8.5
Cc1cc(C(=O)Nc2cccc3c2O[C@H](CN(C)Cc2ccc(C(=O)O)cc2)[C@@H](C)CN([C@@H](C)CO)C3=O)n(C)n1,-3.7
Cc1ccc(Nc2nnc(-c3ccc(C)c(S(=O)(=O)NCC4CCCO4)c3)c3ccccc23)cc1 (stereo not drawn),216.0*
O=C(CSc1nc2ccccc2nc1N1CCCC1)Nc1ccccc1,-0.2
COc1ccc(NC(=O)CSc2ncnc3sc(-c4ccccc4)cc23)c([N+](=O)[O-])c1,52.5
COc1ccc(CN(C)C[C@H]2Oc3ccc(NS(=O)(=O)c4ccc(OC)cc4)cc3C(=O)N([C@H](C)CO)C[C@H]2C)cc1,15.4
C[C@@H]1CN([C@H](C)CO)C(=O)c2cccc(NC(=O)NC3CCCCC3)c2O[C@H]1CN(C)S(=O)(=O)c1ccc(Cl)cc1,-3.1
CCCCCCCCCCCCC/C=C/[C@@H](O)[C@H](CO)NC(C)=O,-0.7
Cc1ccc(S(=O)(=O)N(C)C[C@H]2Oc3ccc(NC(=O)c4ccncc4)cc3C(=O)N([C@@H](C)CO)C[C@H]2C)cc1,4.8
C[C@@]12C[C@]3(O)O[C@H](O1)C1(COC(=O)c4ccccc4)[C@H]3C[C@@]12O[C@@H]1O[C@H](COC(=O)c2ccccc2)[C@@H](O)[C@H](O)[C@H]1O,-10.5
Cc1cc(C)c(S(=O)(=O)N2CCc3ccccc32)c(C)c1,105.1*
CCc1ccc(N2C(=O)c3ccccc3NC2(C)C)cc1,-19.9
# New compounds follow:
SMILES,U2OS ROS induce
O=C(Nc1cccnc1)c1cc2c(s1)-c1ccccc1CC2,39.2
Cc1cc(C(=O)Nc2cccc3c2O[C@H](CN(C)Cc2ccc(C(=O)Nc4ccccc4N)cc2)[C@H](C)CN([C@@H](C)CO)C3=O)n(C)n1,-13.8
Cc1cc2c(cc(C(=O)NCc3ccc(Cl)cc3)n2Cc2ccc(Cl)cc2)o1,-16.6
CCOC(=O)N1CCN(C(=O)CSc2nnc(Cc3cccn3C)n2-c2ccc(F)cc2)CC1,1.1
C[C@H](CO)N1C[C@H](C)[C@H](CN(C)Cc2ccc(Oc3ccccc3)cc2)Oc2ccc(NC(=O)Cc3ccccc3)cc2C1=O,2.0
C[C@H](CO)N1C[C@H](C)[C@H](CN(C)C(=O)NC2CCCC2)Oc2ncc(-c3cc4ccccc4o3)cc2C1=O,?
O=C(Nc1ccccc1)Nc1ccccc1SCCS(=O)(=O)c1ccc(Cl)cc1,15.6
Cn1nnnc1SCC(=O)Nc1ccc2c(c1)OCCO2,-2.6
C[C@H](CO)N1C[C@H](C)[C@H](CN(C)C(=O)NC2CCCCC2)Oc2ccc(N(C)C)cc2CC1=O,-4.2
COc1ccc(NC(=O)CSc2nc(C)cc(C)n2)cc1,-6.0
O=C(CSc1ncnc2sc3c(c12)CCC3)N1CCOCC1,-2.2
COc1ccc(S(=O)(=O)N(C)C[C@@H]2Oc3c(NC(=O)NC(C)C)cccc3C(=O)N([C@H](C)CO)C[C@H]2C)cc1,-3.9
CSc1nc(COc2ccc(C(C)(C)C)cc2)nc(N)c1C#N,-3.7
CCOc1ccc2ccccc2c1C(=O)NCc1ccco1,-3.8
CCOC(=O)c1c[nH]c2c(C)c(Cl)ccc2c1=O,-1.1
COc1cc(Cl)c(/C=N/NC(=O)CCCCCCC(=O)Nc2ccccc2O)c(Cl)c1OC,9.7
C[C@@H]1CN([C@@H](C)CO)C(=O)c2cc(NC(=O)c3ccncc3)ccc2O[C@H]1CN(C)S(=O)(=O)c1ccc(F)cc1,-8.6
C[C@@H]1CN([C@H](C)CO)C(=O)c2cccc(NC(=O)CCCCCC(=O)Nc3ccccc3N)c2O[C@H]1CN(C)Cc1ccc2c(c1)OCO2,106.1*
C[C@@H]1CN([C@@H](C)CO)C(=O)Cc2cc(NC(=O)C3CC3)ccc2O[C@@H]1CN(C)CC1CC1,18.4
C[C@@H]1CN([C@@H](C)CO)C(=O)c2cc(NS(=O)(=O)c3cn(C)cn3)ccc2O[C@@H]1CN(C)C(=O)Nc1ccc(F)cc1,6.9
O=C(CSc1ncn(-c2ccccc2)n1)Nc1ccc(F)c(Cl)c1,9.6
CC(C)NC(=O)Nc1ccc2c(c1)C(=O)N([C@H](C)CO)C[C@H](C)[C@H](CN(C)Cc1ccc(C(=O)O)cc1)OCCCC[C@@H](C)O2,3.9
COc1ccc(NC(=O)Nc2ccc3c(c2)C(=O)N([C@H](C)CO)C[C@H](C)[C@H](CN(C)C)OCCCC[C@@H](C)O3)cc1,1.6
C[C@H](CO)N1C[C@H](C)[C@@H](CN(C)Cc2ccc(C(=O)O)cc2)Oc2c(NS(=O)(=O)c3ccc(Cl)cc3)cccc2C1=O,-8.5
CS(=O)(=O)N(CC(=O)Nc1ccccc1)c1ccc(F)c(Cl)c1,14.0
O=C1CC(c2ccc(O)cc2)Oc2cc(O)cc(O[C@@H]3O[C@H](CO)[C@@H](O)[C@H](O)[C@H]3O)c21 (stereo partly drawn),-2.0
C[C@H](CO)N1C[C@H](C)[C@@H](CN(C)S(=O)(=O)c2ccc(Cl)cc2)Oc2c(NS(=O)(=O)c3cccs3)cccc2C1=O,-3.6
COc1ccc2c(c1)C(C)CC(C)(C)N2C(=O)CSc1nc2ccccc2[nH]1 (stereo not drawn),-15.0
CC(C)OC(=O)N(C)C[C@H]1OCc2cn(nn2)CCCC(=O)N([C@@H](C)CO)C[C@@H]1C,-2.0
CNC[C@@H]1Oc2ccc(NC(=O)Nc3ccc4c(c3)OCO4)cc2CC(=O)N([C@H](C)CO)C[C@@H]1C,-12.3
Cc1cccc(N=Cc2c(Nc3cccc(C)c3)nc3ccccn3c2=O)c1,37.4
CNC[C@H]1Oc2c(cccc2N(C)C)C(=O)N([C@H](C)CO)C[C@@H]1C,-4.7
COc1ccc(NC(=O)Nc2cccc3c2O[C@H](CN(C)C(=O)Nc2ccc(OC)cc2)[C@@H](C)CN([C@@H](C)CO)C3=O)cc1,-5.7
O=C(CSc1nnc(NC(=O)c2ccc(Cl)c(Cl)c2)s1)Nc1ccc(F)c(F)c1F,-5.8
CNC[C@H]1Oc2ccc(NS(=O)(=O)c3ccc(C)cc3)cc2CC(=O)N([C@H](C)CO)C[C@H]1C,16.4
COc1ccc(S(=O)(=O)N(C)C[C@H]2Oc3c(NC(=O)c4cnccn4)cccc3C(=O)N([C@@H](C)CO)C[C@H]2C)cc1,-2.9
CC1(C)Cc2c(c(N3CCOCC3)nc3sc4c(=O)[nH]nnc4c23)CO1,73.4
C[C@H]1CN([C@@H](C)CO)C(=O)c2cccc(NC(=O)c3ccncc3)c2O[C@H]1CN(C)S(=O)(=O)c1ccc(F)cc1,-9.3

# These rows are one share of the data; rates above refer to the full screens.
